L929 necroptosis: blocks zVAD induced death of L929 cells. L929 zVAD necroptosis rescue, ATP luminescence, 24 h; with zVAD 60 µM. viability rescue, % at 10 µM. 0.38% of 220,000 active. AID 1377;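 active = activation, scaled between plate controls, above about 75%, limit read from the data; inactive = activation under that limit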;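 also: 0% = zVAD with DMSO and 100% = DMSO alone without zVAD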
Tb hexokinase: blocks Trypanosoma brucei hexokinase 1 activity; recombinant TbHK1, G6PDH-coupled NADH A340; inhibition, % at 10 µM; 0.11% of 220,000 active; AID 1430;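 active = inhibition of 50% or more in the single-dose primary screen; inactive = inhibition below 50%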
EBV gp42 inh: EBV gp42 inhibition; 0.42% of 220,000 active; Q1HVG2; Fluorescence polarization binding assay, mP read-out; inhibition, % (tested at 21.74 µM); in the data active = inhibition above about 50%
Target sequence (Q1HVG2 whole entry, looked up): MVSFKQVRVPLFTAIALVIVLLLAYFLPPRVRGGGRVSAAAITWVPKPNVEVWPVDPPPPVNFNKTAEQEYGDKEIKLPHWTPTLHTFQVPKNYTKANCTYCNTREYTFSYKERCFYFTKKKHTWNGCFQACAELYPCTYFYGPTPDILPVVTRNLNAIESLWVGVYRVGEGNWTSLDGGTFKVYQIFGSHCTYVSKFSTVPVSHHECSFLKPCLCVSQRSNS
14-3-3 Bad PPI: disrupts binding of bovine 14-3-3 zeta to phospho-Bad peptide | TR-FRET 14-3-3zeta/Dy647-pBad peptide displacement, 1 h | inhibition, % at 21.7 µM | 0.71% of 220,000 active;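 active = inhibition above about 70%, limit read from the data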;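 also: 0% = full 14-3-3 plus peptide FRET controls and 100% = background without 14-3-3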
Target sequence (P63103 whole entry, looked up): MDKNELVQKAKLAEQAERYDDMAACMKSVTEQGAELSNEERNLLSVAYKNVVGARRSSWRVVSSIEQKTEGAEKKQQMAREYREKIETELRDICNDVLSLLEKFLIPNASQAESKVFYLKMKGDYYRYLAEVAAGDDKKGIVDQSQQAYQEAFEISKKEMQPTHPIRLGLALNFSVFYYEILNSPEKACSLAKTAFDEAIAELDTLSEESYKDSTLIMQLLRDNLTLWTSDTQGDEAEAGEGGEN
Mdm2 ligase inh: inhibitors of human Mdm2 E3 ubiquitin ligase; cell-based MDM2 ubiquitination luciferase reporter, 2 h; 0 = plate control, 100 = twice control, blank-subtracted; Q00987; AID 1230; signal enhancement, % at 5 µM; 0.11% of 210,000 active;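 active = signal enhancement of 30% or more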;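 also: luminescence tracks abundance of the self-degrading MDM2-luciferase fusion protein; higher signal means inhibition of MDM2 E3 ligase activity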
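System: stable MDM2–luciferase fusion reporter cells / Input: 2000 cells seeded into each well / Schedule: 4 h settle plus 2 h compound, 37 °C / Compound: single-point 5 µM / Buffer or medium: cells held in DMEM / Benchmarks: control and blank well means / Evaluation: percent signal gain over controls, blank-subtracted / Measured by: luciferase luminescence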
Runt-SMMHC FRET: Runt domain-CBFb-SMMHC interaction inhibition. Cerulean-Runt/Venus-CBFb-SMMHC FRET ratio 530/480, 1 h. inhibition, % at 20 µM. 0.74% of 220,000 active;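 active = mean inhibition across duplicate retests at 20 µM reaching about 50%, limit read from the data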;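 also: 0% = DMSO wells and 100% = wells with excess untagged CBFb-SMMHC; inhibitors lower the FRET ratio by blocking Runt binding to CBFb-SMMHC; some results filed as inactive read as strong as hits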
Runt-CBFb FRET: blocks binding of human RUNX1 Runt domain to CBFb | Q01196+Q13951 | Cerulean-Runt/Venus-CBFb FRET ratio 530/480, 1 h | inhibition, % at 20 µM | 0.46% of 220,000 active | AID 1496;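 active = inhibition over about 50% at 20 µM in the single-dose screen, limit read from the data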;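 also: 0% = DMSO wells and 100% = excess unlabeled CBFb competitor control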
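Measured by: fluorescence energy transfer, 422 nm excitation, 530/480 nm emission; Assay system: Cerulean-Runt domain; Medium: Tris pH 7.5 buffer with BSA; Measure: loss of energy transfer signal; Controls: 5 µM unlabeled CBFb as full-inhibition high control; Incubation: protein complex preformed 1 h, compound exposure 1 h, room temperature, dark.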
Hck Nef HTS: blocks Nef-activated human Hck kinase | P08631 | Recombinant Hck-YEEI plus Nef, Z-Lyte FRET kinase assay | inhibition, % at 20 µM | 0.68% of 220,000 active | AID 463187;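 active = Hck-Nef kinase inhibition above about 50%, limit read from the data; inactive = inhibition below that limit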;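 also: 0% = DMSO with Hck plus Nef and 100% = Hck alone without Nef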
Target sequence (P08631 whole entry, looked up): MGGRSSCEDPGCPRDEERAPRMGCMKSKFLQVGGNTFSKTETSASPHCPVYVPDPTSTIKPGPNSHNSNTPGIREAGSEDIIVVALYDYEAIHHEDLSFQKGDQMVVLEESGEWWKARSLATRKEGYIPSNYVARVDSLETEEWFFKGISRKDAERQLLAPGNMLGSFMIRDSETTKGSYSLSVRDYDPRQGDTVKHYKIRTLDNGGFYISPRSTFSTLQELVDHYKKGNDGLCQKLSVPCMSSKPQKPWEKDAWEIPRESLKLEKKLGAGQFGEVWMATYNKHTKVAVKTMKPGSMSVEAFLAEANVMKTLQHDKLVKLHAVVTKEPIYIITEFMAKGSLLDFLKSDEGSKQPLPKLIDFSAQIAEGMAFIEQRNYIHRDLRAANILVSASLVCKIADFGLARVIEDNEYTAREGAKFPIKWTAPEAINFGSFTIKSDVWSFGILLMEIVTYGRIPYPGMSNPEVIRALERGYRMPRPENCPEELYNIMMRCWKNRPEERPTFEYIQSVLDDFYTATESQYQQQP
NCF1 inh: blocks human p47phox regulatory protein of NADPH oxidases. p47phox/p22phox peptide binding, fluorescence polarization, 2 h. inhibition, % at 24.7 µM. AID 1274. 0.53% of 220,000 active;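 active = inhibition above about 30%, limit read from the data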;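 also: 0% = p47phox with labelled peptide and 100% = labelled peptide alone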
Numbers without * were called inactive; / = not tested or not shown; [ ] = remark or other dose.

SMILES | L929 necroptosis | Tb hexokinase | EBV gp42 inh | 14-3-3 Bad PPI | Mdm2 ligase inh | Runt-SMMHC FRET | Runt-CBFb FRET | Hck Nef HTS | NCF1 inh
COc1ccc(Cl)cc1S(=O)(=O)N1CCN(C(=O)c2ccco2)CC1 | 0.0 | -2 | -21 | -2[fluorescence artefact?] | -1 | 3 | 0 | -1 | -12
COc1cc(C(O)c2nc3ccccc3s2)cc(OC)c1OC (stereo not given) | 0.5 | 4 | -5 | -1 | / | 1 | -1 | 15 | -1
Cc1nc(NC(=O)/C=C/c2ccccc2)sc1C(=O)N1CCCCC1 | 4.5 | -33 | 2 | 13 | -19 | 3 | -2 | 12 | -2
COc1ccc(Cn2nnnc2C(c2ccccc2Cl)N2CCN(C)CC2)cc1 (stereo not given) | 1.0 | 8 | -22 | 19[fluorescence artefact?] | 1 | 1 | 2 | -1 | -7
CN(C)c1ccc(C2CNC(c3ccc(Cl)c([N+](=O)[O-])c3)c3[nH]c4ccccc4c32)cc1 (stereo not given) | 0.3 | -17 | -4 | 8 | / | 2 | 0 | 26 | -18
CNC(=O)c1sc(=S)n(-c2ccc(OC)cc2)c1N | 22 | -22 | -5 | -14 | 1 | 0 | 0 | 14 | 6
COc1cc(/C(C)=N/NC(=O)C(O)(c2ccccc2)c2ccccc2)ccc1O | 1.8 | -14 | 7 | 1 | 7 | -4 | 1 | -6 | -1
COc1ccc(CCN2C(=O)C3C4CC(C5C(C(N)=O)=NOC45)C3C2=O)cc1OC (stereo not given) | 0.5 | 9 | 0 | 6 | -8 | 0 | -2 | -2 | -1
C=C(C)C(=O)Nc1nnc(-c2cccs2)s1 | 5.9 | -26 | 1 | -7[fluorescence artefact?] | -2 | 2 | 4 | 1 | -4
C#CCOCCOCCOCCNc1nc(OC)nc(N2CCN(C(=O)[C@H](CCCCN)n3cc(C(N)CO)nn3)CC2)n1 (stereo not given in full) | 0.4 | -4 | -27 | 14 | -8 | -3 | 1 | 17 | -7
O=C(O)C1SCCN1S(=O)(=O)c1ccc2ccccc2c1 (stereo not given) | -0.9 | -2 | -3 | 7 | -1 | -1 | 1 | 8 | -5
COc1ccc(OCC(=O)N/N=C/c2ccncc2)cc1 | 1.9 | 0 | 14 | -10 | -7 | -2 | 2 | 0 | -6
Nc1cc(C(=O)OCC(=O)NCc2ccco2)ccc1Cl | 0.0 | -3 | 5 | -9 | -14 | -1 | 0 | 1 | -3
COCc1cc(Sc2ccc(Br)cc2)nc(-c2ccccc2)n1 | 0.1 | 0 | -7 | 18[fluorescence artefact?] | -19 | 0 | -1 | 1 | -2
Cn1c(=O)n(C)c2cc([N+](=O)[O-])c(N3CCN(CCO)CC3)cc21 | -0.4 | -20 | 5 | 4 | -1 | -5 | -4 | 9 | /
Cc1cccc(NC(=S)NC2CCCCCC2)c1C | -0.4 | 1 | 3 | -10 | 22 | 0 | -2 | 3 | 0
CCCOc1ccc(N2CC(C(=O)Nc3ccccc3C(=O)NCc3ccco3)CC2=O)cc1 (stereo not given) | 0.4 | 2 | 0 | 3[fluorescence artefact?] | -9 | -1 | -2 | -26 | -12
CCOC(=O)C1CCCN(S(=O)(=O)c2ccc(Br)c(OC)c2)C1 (stereo not given) | 0.4 | -23 | -8 | 2 | -1 | 3 | -1 | 1 | 5
CCN(Cc1cc2ccc(C)cc2[nH]c1=O)C(=O)c1ccncc1 | 0.0 | -10 | -2 | 10 | -17 | -2 | 2 | 0 | -7
CCCCCCNC1=NCCS1 | -0.6 | -2 | -4 | -7 | -15 | 0 | 0 | 21 | -8
Cc1ccc(S(=O)(=O)NC(CN2CCOCC2)=NCCNS(=O)(=O)c2ccccc2)cc1 | 2.1 | -4 | -26 | 2 | -20 | 0 | 1 | 1 | -8
CCOCCCn1c(C)nc2c(c1=O)c1nc3ccccc3nc1n2-c1ccc2c(c1)OCCO2 | -0.6 | -33 | -14 | 3 | -13 | 2 | 0 | 1 | -22
CS(=O)(=O)NCCCc1ccccc1 | 0.7 | 2 | 6 | -7 | -19 | 4 | -2 | -1 | -3
COC(=O)c1ccc2c(=O)n(CCCCCC(=O)O)c(=S)[nH]c2c1 | / | -1 | 7 | 0[fluorescence artefact?] | -7 | 0 | 0 | 7 | -15
CC(C)CN1C=C2C(=O)C(C)(OC(=O)C3CCCC3)C(=O)C=C2C=C1c1ccsc1 (stereo not given) | -0.7 | -26 | 2 | -6 | 11 | 7 | -1 | 28 | -13
O=C(COC(=O)C1=COCCO1)Nc1ccccc1 | 2.1 | -8 | 3 | 10 | 6 | -3 | -1 | 1 | 5
Cc1c(CCOC(=O)CC23CC4CC(CC(C)(C4)C2)C3)sc[n+]1CC(=O)c1ccccc1 | -2.4 | 28 | -18 | -3 | -3 | 1 | -1 | 22 | -1
O=C(Nc1nc2ccccc2s1)c1ccc(N2CCCCC2)c([N+](=O)[O-])c1 | 1.1 | -16 | -8 | -1 | 2 | -1 | -2 | 0 | 1
Cc1[nH]c2ccccc2c1C(=O)COC(=O)Cn1c(C(F)(F)F)nc2ccccc21 | -0.4 | -2 | 15 | -15[fluorescence artefact?] | -2 | -2 | -6 | 1 | -5
COc1ccc(N/C=C/C(=O)c2ccc(OC)c(OC)c2)cc1 | 2.8 | -24 | -23 | -1 | -5 | -18 | -5 | -1 | 0
COc1ccc(NS(=O)(=O)c2ccc3c(c2)oc(=O)n3C)c(OC)c1 | 1.2 | -4 | -5 | -3 | -9 | -5 | 1 | 0 | 8
CCOC(=O)C(Cc1ccc(OC)c([N+](=O)[O-])c1)NC(=O)CCC(=O)Nc1ccc(OC)cc1 (stereo not given) | -0.3 | -5 | -17 | 4 | -7 | -2 | 1 | 24 | -1
Cc1c(C(=O)NCc2ccco2)sc2nc(-c3ccccc3)cn12 | 2.0 | 2 | 0 | 0 | -7 | 1 | 2 | -5 | -6
O=C(O)C1Nc2c(O)cccc2C2C=CCC12 (stereo not given) | -0.1 | 6 | 108* | 83*[fluorescence artefact?] | -6 | 20 | 16 | 4 | 2
Cc1cc(C(F)(F)F)n(-c2nc(C(=O)NNS(=O)(=O)c3ccccc3)cs2)n1 | -0.7 | -7 | -2 | -12 | -3 | 2 | 0 | 3 | 2
CCN(CCn1cccn1)C(=O)CCc1nnc(C2(c3ccc(Cl)cc3)CCC2)o1 | -0.4 | -8 | -2 | -5 | -1 | 0 | -3 | 16 | 1
CC(C)[C@H](NC(=O)c1ccco1)C(=O)OCC(=O)c1ccc2c(c1)NC(=O)CO2 | -0.3 | 5 | -15 | 12 | -24 | 2 | 1 | 11 | -6
C=CCN1C(=O)C(C(C)CC)NC1=S (stereo not given) | -0.4 | 5 | 7 | -17 | -22 | -2 | 0 | -20 | -11
CCc1ccc(OCC(=O)N(C)C2CCS(=O)(=O)C2)cc1 (stereo not given) | -0.3 | -1 | -20 | -1[fluorescence artefact?] | -5 | -6 | 1 | 2 | -6
COc1ccc(CCNC(=O)CO/N=C/c2cc3c(cc2Br)OCO3)cc1OC | 1.6 | -4 | -3 | -2 | -2 | 1 | 3 | 25 | 3
Cc1ccc(CS(=O)(=O)CCC(=O)NCCC2=CCCCC2)cc1 | 1.6 | 4 | -3 | -2 | -13 | 2 | -2 | 1 | -10
O=C(NNC(=O)C1CCN(S(=O)(=O)c2cccc(C(F)(F)F)c2)CC1)C1CC1 | 7.8 | -2 | 10 | -1 | -2 | 0 | -1 | 17 | 5
O=C(Cc1cccs1)Nc1ccc2c(c1)C(=O)OC2 | 0.8 | -4 | -18 | 20 | -16 | -5 | 0 | 1 | -5
Cn1c(=O)c2c(nc(Sc3ncccn3)n2Cc2ccccc2Cl)n(C)c1=O | -0.6 | -5 | -3 | -1 | -10 | -5 | 2 | 5 | -6
COc1cccc(C(CC(=O)NCC2CCCO2)NS(=O)(=O)c2ccc(C)cc2)c1OC (stereo not given) | -0.3 | 3 | 0 | 7[fluorescence artefact?] | -4 | -2 | -6 | 1 | -7
COc1ccc(C(=O)/C=C/c2ccc(OC)c(Cn3nnc4ccccc43)c2)cc1 | -0.9 | -15 | -8 | -14[fluorescence artefact?] | -1 | 3 | 4 | 5 | -12
Cc1ccc(-c2cc(=O)c3cc(F)ccc3[nH]2)cc1 | 2.3 | -3 | -14 | 2[fluorescence artefact?] | / | -1 | 0 | -2 | -4
CCOC(=O)c1c(-c2ccccc2)c(C(C)=O)c(=O)n(C)c1C | 0.6 | -19 | -4 | -1 | -5 | -2 | 0 | 0 | -10
CCn1nnnc1-c1ccc(OC)c(S(=O)(=O)N2CCCCC2)c1 | -0.3 | 0 | -10 | 3 | -5 | 3 | 2 | 1 | -14
Cc1ccc(-c2csc(NC(=O)CSc3nc4ccccc4[nH]3)n2)cc1 | 0.5 | -6 | 6 | -4[fluorescence artefact?] | 3 | 0 | -3 | 0 | -23

Remaining list, next part
SMILES | L929 necroptosis | Tb hexokinase | EBV gp42 inh | 14-3-3 Bad PPI | Mdm2 ligase inh | Runt-SMMHC FRET | Runt-CBFb FRET | Hck Nef HTS | NCF1 inh
O=C(O)CCCNS(=O)(=O)/C=C/c1ccccc1 | 1.2 | 0 | 2 | -7 | -11 | -2 | 0 | -17 | -7
NCCOc1ccc(C2CCCCC2)cc1 | 0.4 | 12 | 4 | -1 | 12 | -3 | / | -21 | -1
CC1CCCCC1NC(=O)CN1C(=O)c2cccc(N)c2C1=O (stereo not given) | 0.3 | -4 | 79* | -4 | 1 | 86* | 21 | 7 | 10
CCN(CC)CCOC(=O)c1ccc(Cl)cc1Cl | 1.1 | -1 | -8 | -5 | -13 | -4 | 0 | -49 | -2
Cc1cc(C(=O)O)c(C)n1-c1ccccc1 | 0.9 | 2 | -1 | -10 | -17 | 2 | 0 | 3 | -13
CCOc1cc(C(=S)N2CCOCC2)ccc1OS(=O)(=O)c1ccc(NC(C)=O)cc1 | -0.2 | -2 | 2 | -13 | -16 | 5 | -3 | 1 | -4
O=C(CNC1CCCCC1)N1CCc2ccccc2C1 | 1.1 | -6 | -7 | 25 | -4 | 0 | 1 | -1 | -21
CN(C)c1ccc(S(=O)(=O)NCC(=O)OCC(=O)Nc2cc(Cl)cc(Cl)c2)cc1[N+](=O)[O-] | 0.4 | 3 | -6 | -8 | 1 | 2 | -4 | 0 | -31
CCN(CC)C(=O)CN(C#N)c1nc(OC)nc(N(C)C)n1 | -0.2 | 1 | -28 | 2 | 2 | -2 | -2 | -5 | -1
Cc1ccc(-c2cc(C(=O)NCC3CCCO3)no2)cc1 (stereo not given) | 0.1 | 2 | -14 | 4[fluorescence artefact?] | -33 | 2 | 2 | 1 | -5
COc1ccccc1C(=O)NCCc1c(C)[nH]c2c(C)ccc(F)c12 | 0.2 | -11 | -3 | -3 | -19 | -4 | -10 | -5 | -3

Arranged by length of the SMILES (smallest number first): some entries from above
SMILES | L929 necroptosis | Tb hexokinase | EBV gp42 inh | 14-3-3 Bad PPI | Mdm2 ligase inh | Runt-SMMHC FRET | Runt-CBFb FRET | Hck Nef HTS | NCF1 inh
Cc1cc(C(=O)O)c(C)n1-c1ccccc1 | 0.9 | 2 | -1 | -10 | -17 | 2 | 0 | 3 | -13
Cc1ccc(-c2cc(C(=O)NCC3CCCO3)no2)cc1 (stereo not given) | 0.1 | 2 | -14 | 4[fluorescence artefact?] | -33 | 2 | 2 | 1 | -5
COc1ccccc1C(=O)NCCc1c(C)[nH]c2c(C)ccc(F)c12 | 0.2 | -11 | -3 | -3 | -19 | -4 | -10 | -5 | -3

Screening data as filed in PubChem BioAssay.
